From PubChem BioAssay
mcGAS lum – blocks mouse cGAS activity. actives 0.15% (n = 160,000). AID 1259399. Q8C6L5. recombinant cGAS, Kinase-Glo ATP depletion luminescence. inhibition, % at 12.5 µM;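 also: 0% = negative control wells and 100% = reference inhibitor with no enzyme activity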
NPYLR7 ag – mosquito NPYLR7 agonism | activation, % at 10 µM | AID 1259423 | HEK293T NPYLR7/Galpha15, GCaMP6s calcium fluorescence | actives 0.15% (n = 270,000); in the data active = activation above about 40%;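 also: 0% = vehicle and 100% = reference agonist at the receptor; some compounds past the cut are filed as inactive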
hcGAS inh – inhibitors of human cGAS. recombinant h-cGAS, ATP depletion, Kinase-Glo luminescence. Q8N884. inhibition, % at 12.5 µM. actives 0.081% (n = 290,000). AID 1259398;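 also: 0% = vehicle reaction and 100% = reaction without DNA for no activity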
Target sequence (Q8N884 whole entry, looked up): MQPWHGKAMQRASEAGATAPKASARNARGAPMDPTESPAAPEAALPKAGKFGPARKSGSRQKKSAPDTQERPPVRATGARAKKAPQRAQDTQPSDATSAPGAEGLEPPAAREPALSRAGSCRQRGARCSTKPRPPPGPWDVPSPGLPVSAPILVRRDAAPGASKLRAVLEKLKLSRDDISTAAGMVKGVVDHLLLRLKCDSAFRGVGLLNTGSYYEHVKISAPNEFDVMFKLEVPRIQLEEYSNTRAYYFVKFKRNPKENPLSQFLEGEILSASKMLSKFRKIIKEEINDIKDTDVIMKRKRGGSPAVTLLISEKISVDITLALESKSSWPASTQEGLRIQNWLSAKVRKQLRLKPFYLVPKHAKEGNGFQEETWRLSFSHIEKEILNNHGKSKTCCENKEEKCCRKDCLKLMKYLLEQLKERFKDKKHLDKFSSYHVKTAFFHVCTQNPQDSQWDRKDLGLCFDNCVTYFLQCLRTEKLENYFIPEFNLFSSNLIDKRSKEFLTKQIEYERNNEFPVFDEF
Starred values were filed as active, the others as inactive; · = no result given; & = joins results of further samples. Rule as the data show it, unless noted: active = inhibition above about 40%; inactive = the rest.

nr	Compound	mcGAS lum	NPYLR7 ag	hcGAS inh
1	CC(CNS(=O)(=O)c1ccc(F)c(F)c1)N1CCN(c2ccccc2)CC1 (configuration not stated)	·	-5	0
2	COc1cc2c(cc1OC)CN(C1CCCN(Cc3csc(C(C)=O)c3)C1)CC2 (configuration not stated)	·	20&-1	-9&-13
3	Cc1ccc2c(c1)C(Cc1nc3ccccc3c(=O)n1-c1ccccc1)C(=O)N2C (configuration not stated)	·	7	-3
4	CC(C)NS(=O)(=O)c1ccc(OCCNS(C)(=O)=O)cc1	·	6	6
5	O=C1CSC(c2cccs2)N1CCO (configuration not stated)	-5	-1	-2
6	CCCCC1C=CCN1Cc1ccc(CO)o1 (configuration not stated)	·	1	-7
7	CCS(=O)(=O)c1ccc(Cl)c(C(=O)N(C)CC2CCCC2)c1	·	10	-10
8	COc1ccc(Cl)cc1-c1nc(C=Nc2ccc3ccccc3c2)c(O)o1	-3	-1	-2
9	Cn1c(=O)c2c(ncn2CCOc2ccc(C(C)(C)C)cc2)n(C)c1=O	0	-3	9
10	Cc1noc(C)c1C(=O)OCC(=O)NC1c2ccccc2-c2ccccc21	-10	7	0
11	COc1ccc(CN(Cc2ccncc2)Cc2ccc(F)cc2)cn1	·	22	-2
12	CCOCC(=O)NC(C)(C)C(=O)Nc1ccccc1	·	12	-12
13	CONC(=O)C(c1ccccc1)N(C(C)C)C(C)C (configuration not stated)	-5	0	6
14	Cc1cc(S(=O)(=O)NCc2ccco2)c(C)cc1Br	·	1	-2
15	c1ccc(C2CN3CCSC3=N2)cc1 (configuration not stated)	0	-2&2	-5&-6&-4&5
16	Cc1c(Cl)c([N+](=O)[O-])nn1CC(=O)NCCCN1CCOCC1	-4	4	-6
17	Cc1ccc(-c2cc3c(=O)n(Cc4nc(-c5cccc(Cl)c5)oc4C)ccn3n2)cc1C	-8	0	-3
18	Cc1noc(-c2ccncc2)c1C(=O)NCCCN1CCCCC1C (configuration not stated)	-5	13	-5
19	C=CCNc1nc(C(=O)OCC(=O)c2[nH]c(C)c(C(C)=O)c2C)cs1	·	8	-6
20	COc1ccc(CN(CCc2c[nH]c3ccccc23)C(=O)CN(C(=O)C2CCCCC2)C2CC2)cc1	-6	13	-3
21	CC(=O)N(CCN(C)C)Cc1cc(NC(=O)c2cccc(F)c2)ccc1N(C)C	-4	21	-6
22	COCCN(Cc1csc(COc2cccc3ccccc23)n1)C(=O)C1CC1	2	-2	1
23	Cn1c(=NC(=O)CCS(=O)(=O)c2ccc(F)cc2)sc2c(Cl)ccc(Cl)c21	-8	3	-7
24	CCN(CC)Cc1ccccc1CNC(=O)c1n[nH]c(=O)c2ccccc12	·	2	-14
25	CCCC(C)c1nnc(NC(=O)c2cc(C)[nH]c(=O)c2)s1 (configuration not stated)	-17	-5	-5
26	CC(C)CCN1Cc2cc(NC(=O)c3cccc(C(F)(F)F)c3)ccc2OCC1=O	1	·	-1
27	COCCN(CCC(=O)N1CCN(c2ccccc2F)CC1)c1nc(Cc2ccc(C)cc2)ns1	-4	9	-4
28	Cc1nc(-n2nc(C3CC3)cc2NC(=O)c2cccs2)[nH]c(=O)c1C	·	5	1
29	Cc1nc([C@@H]2CN(S(=O)(=O)C(C)C)C[C@H]2C(N)=O)n[nH]1	-6	·	-10
30	S=c1[nH]nc(-c2ccncc2)n1N=Cc1ccccc1	0	3	-3
31	COc1ccc(CC(=O)NCC2CCCN(C(=O)c3cn4c(C)cccc4n3)C2)cc1 (configuration not stated)	·	-3	-7
32	Cc1cccc(C(=O)N2C[C@@H](C(=O)O)C[C@@H](C(=O)Nc3ccc(F)cc3)C2)c1	·	4	2
33	COC(=O)c1c(NC(=O)CCl)sc2c1CCC2	7	-4	-4
34	COc1ccc(CCC(=O)N2CCCC(CCC(=O)NC3CC3)C2)cc1 (configuration not stated)	·	-3	-4
35	CC(=O)NCCC1=CCCN(C/C=C/c2ccccc2)C1	-8	4	-7
36	O=C(CCC1(Cc2ccco2)CCC(=O)N1)NC1c2ccccc2-c2ccccc21 (configuration not stated)	-10	4	-7
37	Cc1ccc(C)c(S(=O)(=O)N2CCN(C(=O)c3ccoc3C)CC2)c1	·	19	-11
38	CN(C)S(=O)(=O)NCCn1nc(-c2ccccc2)n(C)c1=O	·	2	-10
39	CCCn1cc(C(=O)Nc2ccc3c(c2)OCCO3)c2nn(-c3ccccc3)c(=O)c-2c1	-9	6	-3
40	CCCCN(C1=NC2CS(=O)(=O)CC2S1)c1ccc(C)c(C)c1 (configuration not stated)	-5	4	-6
41	O=C(COc1ccc(Cl)cc1Cl)Nc1ccc(N2CCN(C(=O)c3ccco3)CC2)cc1	-3	-4	-4
42	CC(C)(Oc1ccc2c(c1)CCC2)C(=O)NC1C=CS(=O)(=O)C1 (configuration not stated)	·	14	5
43	COc1ccc(C(=O)n2cnc3ccccc32)cc1I	·	-3	-2
44	O=C(Cn1cccc(C(F)(F)F)c1=O)NC1CCCc2nc(-c3ccccc3)sc21 (configuration not stated)	·	-1	3
45	CS(=O)(=O)c1ccc(-c2nccc(C3CCCC3)n2)cc1	·	0	-9
46	CC(C)CCn1c(=O)c2c(nc3n2CC(C)CN3c2ccc(F)cc2)n(C)c1=O (configuration not stated)	·	1	-1
47	CC(CNC(=O)c1cc(Cl)c2c(c1)OCO2)N1CCN(C)CC1 (configuration not stated)	·	8	-3
48	CCCN(C)CC1(O)CCC2(CCN(Cc3ccc(O)c(F)c3)CC2)CC1	-5	·	-8

Laid out differently: results already given
[38] CN(C)S(=O)(=O)NCCn1nc(-c2ccccc2)n(C)c1=O
- mcGAS lum: ·
- NPYLR7 ag: 2
- hcGAS inh: -10

[39] CCCn1cc(C(=O)Nc2ccc3c(c2)OCCO3)c2nn(-c3ccccc3)c(=O)c-2c1
- mcGAS lum: -9
- NPYLR7 ag: 6
- hcGAS inh: -3

Next section:
nr	Compound	mcGAS lum	NPYLR7 ag	hcGAS inh
49	O=C(Nc1cccc(C(=O)N2CCOC(c3ccc(Cl)cc3)C2)c1)c1cccnc1 (configuration not stated)	-12	9	-4
50	Cc1nnsc1C(=O)Nc1cccc(-c2cccc(-c3ccc(F)cc3)n2)c1	-8	0	-8
51	COc1ccc2cc(C(N)=O)c(=Nc3ccccc3)oc2c1	-4	-5	-4
52	OCc1ccccc1-c1ccc2oc(-c3cccnc3)nc2c1	-16	2	0
53	CCc1nnc(NC(=O)c2cc(-c3ccccc3)nc3ccccc23)s1	·	-4	-1
54	CCOC(=O)c1nn(-c2ccccc2)c(=O)cc1OS(=O)(=O)c1cc(C)c(C)cc1C	-8	-1	-11
55	COc1ccc(C)c2sc(N(CCN(C)C)C(=O)CCS(=O)(=O)c3ccccc3)nc12	-6	-7	-4
56	COC(=O)CN(C)Cc1cn(-c2cccc(C)c2)nc1-c1cccc(F)c1	·	0	-2
57	Cc1c(C(=O)NCc2ccccn2)c(CC(C)C)nn1-c1ccc(Cl)cc1	-5	39	-6
58	CCCN1C[C@H](NC(=O)C2=CSC3=NCCN23)C[C@H]1C(=O)NC(C)C	-4	·	-9
59	O=C(Nc1ccc(N2CCN(C(=O)c3ccc4ccccc4c3)CC2)nc1)c1ccco1	-6	5	-4
60	O=C(CCSc1ccc2c(c1)OCCO2)NCCc1nccs1	·	2	-2
61	O=C1c2oc3ccccc3c(=O)c2C(c2cccc(O)c2)N1Cc1ccccc1 (configuration not stated)	-10	21	-13
62	CC(C)c1ccc(Nc2nnc(SCCO)s2)cc1	·	0	-7
63	CCCCOc1ccc(C(=O)Nc2cc(-c3ccco3)nn2-c2nc(C)c(C)c(=O)[nH]2)cc1	·	3	-4
64	C#CCN(CC=C)Cc1nc(-c2ccc(Cl)cc2)oc1C	-3	-6	1
65	CCOc1ccc(S(=O)(=O)N2CCN(Cc3nc(N)nc(N(C)C)n3)CC2)cc1	·	0	-11
66	CCc1cccc2c(C(CC(=O)N3CCC4(CC3)OCCO4)c3ccc(C)cc3)c[nH]c12 (configuration not stated)	-8	2	-7
67	CCc1nc(CNC(=O)CCn2c(C)cc3ccccc32)cs1	·	6	-7
68	COCCCN(CC(=O)N(CCc1ccccc1)Cc1ccc(C)o1)C(=O)NC(C)(C)C	-3	3	-2
69	CCCN(Cc1c(CC)nn(-c2ccc(F)cc2)c1N1CCN(C(C)C)CC1)C(=O)c1cccc([N+](=O)[O-])c1	-5	5	-2
70	CCn1c(C)c(C(=O)CN(CC2CCCO2)C(=O)COc2ccc(Cl)cc2)c(C)c1C(=O)OC (configuration not stated)	0	-9	4
71	Cc1nn(-c2nc(C)c(C)c(=O)[nH]2)c(C)c1CCC(=O)Nc1ccc(C(N)=O)cc1	·	-2	-4
72	Cn1c(COC(=O)c2cc(C3CC3)nn2-c2ccccc2)cc(=O)n(C)c1=O	-17	2	2
73	COc1cc(S(=O)(=O)N2CCN(C)CC2)ccc1Br	·	0	2
74	N#CC(=NNc1ccccc1)c1nc2ccccc2s1	·	-8	3
75	CSc1ncc(C(=O)N2CCC(=O)N(CC3CC3)C(C(C)C)C2)cn1 (configuration not stated)	-12	1	-3
76	CN(Cc1ccccc1)C1CCN(Cc2ncccc2C(=O)O)CC1	·	15	-7
77	CC(=O)N1CCN(CC(=O)c2cc(C)n(-c3ccc(C)cc3)c2C)CC1	·	4	4
78	COCc1nc(CN2CCN(C)c3ccccc3C2)cs1	·	-1	5
79	Cn1cc(S(N)(=O)=O)cc1C(=O)N1CCN(Cc2ccc(Br)s2)CC1	-10	0	-4
80	O=C(c1cccc(C(F)(F)F)c1)C1CCCN(Cc2cccc(OCCO)c2)C1 (configuration not stated)	-8	11	-6
81	CCCn1nc(C(=O)NNC(=O)c2cccnc2)c2ccccc2c1=O	-6	1	0
82	Cc1ccc(Nc2nc(N)nc(CSc3ncc(C#N)c(N)n3)n2)cc1	·	5	-4
83	CCc1ccccc1OCC(=O)Nc1ccc(Oc2ncccn2)cc1	·	14	-11
84	CCn1c(=NC(=O)c2ccnn2C)sc2cc3c(cc21)OCO3	-1	·	-1
85	CCOC(=O)C1=C(C)N=C(SCC(=O)O)C(C#N)C1c1ccco1 (configuration not stated)	·	3	-3
86	CCc1nc(-c2nccn2Cc2nc(C)cc(C)n2)c(C)[nH]1	·	14	-12
87	Cc1cn2c3c(=O)n(Cc4ccc(Br)cc4)c(=O)n(C)c3nc2n1CCO	·	17	-5

Among those listed so far, 14 contain fluorine.
nr	Compound	mcGAS lum	NPYLR7 ag	hcGAS inh
1	CC(CNS(=O)(=O)c1ccc(F)c(F)c1)N1CCN(c2ccccc2)CC1 (configuration not stated)	·	-5	0
11	COc1ccc(CN(Cc2ccncc2)Cc2ccc(F)cc2)cn1	·	22	-2
21	CC(=O)N(CCN(C)C)Cc1cc(NC(=O)c2cccc(F)c2)ccc1N(C)C	-4	21	-6
23	Cn1c(=NC(=O)CCS(=O)(=O)c2ccc(F)cc2)sc2c(Cl)ccc(Cl)c21	-8	3	-7
26	CC(C)CCN1Cc2cc(NC(=O)c3cccc(C(F)(F)F)c3)ccc2OCC1=O	1	·	-1
27	COCCN(CCC(=O)N1CCN(c2ccccc2F)CC1)c1nc(Cc2ccc(C)cc2)ns1	-4	9	-4
32	Cc1cccc(C(=O)N2C[C@@H](C(=O)O)C[C@@H](C(=O)Nc3ccc(F)cc3)C2)c1	·	4	2
44	O=C(Cn1cccc(C(F)(F)F)c1=O)NC1CCCc2nc(-c3ccccc3)sc21 (configuration not stated)	·	-1	3
46	CC(C)CCn1c(=O)c2c(nc3n2CC(C)CN3c2ccc(F)cc2)n(C)c1=O (configuration not stated)	·	1	-1
48	CCCN(C)CC1(O)CCC2(CCN(Cc3ccc(O)c(F)c3)CC2)CC1	-5	·	-8
50	Cc1nnsc1C(=O)Nc1cccc(-c2cccc(-c3ccc(F)cc3)n2)c1	-8	0	-8
56	COC(=O)CN(C)Cc1cn(-c2cccc(C)c2)nc1-c1cccc(F)c1	·	0	-2
69	CCCN(Cc1c(CC)nn(-c2ccc(F)cc2)c1N1CCN(C(C)C)CC1)C(=O)c1cccc([N+](=O)[O-])c1	-5	5	-2
80	O=C(c1cccc(C(F)(F)F)c1)C1CCCN(Cc2cccc(OCCO)c2)C1 (configuration not stated)	-8	11	-6

Outcome played no part in choosing rows (roughly 0.27% active in at least one column).
